AddAB inh = less growth of phage-infected E. coli with AddAB | E. coli expressing H. pylori AddAB, absorbance growth | inhibition, % at 11.9 µM | 330,000 tested, 0.29% active; in the data active = inhibition above about 12%;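 note: 0% = vehicle wells of infected cells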
Ecoli viability = bacterial growth inhibition, counter-screen for AddAB inhibitors | E. coli V3065 growth, OD600 absorbance, 18 h | inhibition, % at 11.9 µM | 330,000 tested, 0.27% active;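 active = inhibition above the campaign's mean inhibition across all tested compounds plus 3 SD, cut at about 9.9% in these data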;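 note: uninfected addAB+ strain grown without phage in ampicillin broth; 0% = DMSO wells and 100% = ciprofloxacin 0.95 µg/ml wells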
CAL PDZ FP-1 = blocks peptide binding to the human CAL PDZ domain | Q9HD26 | purified CAL PDZ, TMR-peptide fluorescence polarization, 1 h | inhibition, % at 24.9 µM | 300,000 tested, 0.92% active | AID 602252;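 active = mean inhibition of at least 30% with at least half of replicates also reaching 30%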;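 note: 0% = DMSO neutral control and 100% = excess unlabeled competitor peptide PRC23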
Wnt bcat act = Wnt/beta-catenin pathway activation; 300,000 tested, 1.2% active; activation, % at 9.35 µM; AID 743398; Wnt/beta-catenin reporter cell assay, activator, plate reader; in the data active = activation above about 30%, passing the limit was not always enough;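 note: 0% = neutral control wells and 100% = positive control wells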
CAL PDZ FP-2 = human CAL PDZ-peptide interaction inhibition; AID 504414; 330,000 tested, 0.02% active; inhibition, % at 20 µM; Q9HD26; purified CAL PDZ, TMR-peptide fluorescence polarization, 1 h;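 active = highest replicate inhibition of at least 40%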;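 note: plate controls were DMSO neutral control wells for no effect and unlabeled competitor peptide control wells for full effect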
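Material: tagged CAL PDZ protein CerCALP, purified; buffer or medium: sodium phosphate/NaCl buffer pH 7.4 with TCEP, IgG, Thesit; also added: fluorescent TMR peptide probe; schedule: 1 h incubation at room temperature before polarization reading; technique: fluorescence polarization from S- and P-plane intensities, G-factor corrected; control set: unlabelled peptide and DMSO controls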
phage Ecoli inh = E. coli growth loss with phage present; 360,000 tested, 0.26% active; growth absorbance; inhibition, % at 11.9 µM; in the data active = inhibition above about 11%
MITF TRPM1 HTS = MITF TRPM1 promoter activation in melanoma cells; SK-MEL-5 TRPM1-promoter luciferase, 24 h; % of positive control, neutral wells = 0; AID 588334; activation, % at 12.5 µM; 300,000 tested, 0.75% active;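 active = mean activation of at least 80% with every replicate also reaching 80%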;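 note: 0% = neutral control wells and 100% = parthenolide positive control wells; values of inactives mirror those of a sister screen read the other way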
Tat export inh = E. coli Tat transport inhibition; AID 488895; E. coli MC4100 TorA-mCherry Tat export, fluorescence; 340,000 tested, 0.036% active; inhibition, % at 10 µM;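 active = mean replicate inhibition at least 50% and at least half of replicates individually reaching 50%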;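 note: exported cargo escapes ClpAP degradation while cytoplasmic cargo is degraded and loses fluorescence; 0% = median of neutral control wells and 100% = median of NaSCN control wells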
SR-BI DiI inh = mouse SR-BI HDL lipid transfer inhibition; 320,000 tested, 0.96% active; AID 488896; ldlA[mSR-BI] CHO cells, DiI-HDL uptake fluorescence, 3 h; inhibition, % at 12.5 µM; Q61009;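 active = mean replicate inhibition of at least 70% and a set share of replicates each scoring 70 or more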;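 note: 0% = median of neutral control wells and 100% = median of positive control wells; values of inactives mirror those of a sister screen read the other way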
Target sequence (Q61009 whole entry, looked up): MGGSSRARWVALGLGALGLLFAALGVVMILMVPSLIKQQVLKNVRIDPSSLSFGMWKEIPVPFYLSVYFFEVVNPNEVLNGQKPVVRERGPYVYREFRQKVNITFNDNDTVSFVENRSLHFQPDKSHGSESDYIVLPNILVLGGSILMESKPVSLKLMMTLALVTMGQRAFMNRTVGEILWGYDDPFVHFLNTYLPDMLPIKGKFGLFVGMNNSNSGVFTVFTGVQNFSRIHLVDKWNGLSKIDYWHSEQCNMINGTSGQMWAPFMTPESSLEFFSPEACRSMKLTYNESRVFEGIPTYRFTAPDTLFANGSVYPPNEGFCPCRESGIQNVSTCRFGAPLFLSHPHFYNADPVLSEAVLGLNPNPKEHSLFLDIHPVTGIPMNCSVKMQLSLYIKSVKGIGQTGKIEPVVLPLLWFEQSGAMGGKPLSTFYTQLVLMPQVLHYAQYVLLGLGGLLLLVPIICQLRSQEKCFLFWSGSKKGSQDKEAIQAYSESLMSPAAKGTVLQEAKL
SR-BI DiI-HDL act = enhances SR-BI lipid uptake from DiI-HDL; CHO ldlA[mSR-BI] cells, DiI-HDL uptake fluorescence, 3 h; 100 = double the neutral-control signal; activation, % at 12.5 µM; 320,000 tested, 0.096% active; AID 504775;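 active = mean replicate activation of at least 60% and every replicate at or above 60%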;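 note: 0% = median plate neutral-control signal and 100% = twice that signal; values of inactives mirror those of a sister screen read the other way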
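Test system: SR-BI-overexpressing, LDLR-lacking CHO cells; Also added: labelled HDL, 10 µg/mL; Measured by: bottom-read cell fluorescence after medium removal, ex 550/em 595 nm; Timing: 3 h uptake period with compound, 37 °C; Buffer or medium: F12, 0.5% BSA, 25 mM HEPES; Doses: single compound concentration, delivered by pin transfer.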
Active calls of the source: *; . = no result given.

SMILES	AddAB inh	Ecoli viability	CAL PDZ FP-1	Wnt bcat act	CAL PDZ FP-2	phage Ecoli inh	MITF TRPM1 HTS	Tat export inh	SR-BI DiI inh	SR-BI DiI-HDL act
CC(C)CC(NC(N)=O)C(=O)OCC(=O)N(Cc1ccccc1)Cc1ccccc1 (centres undefined)	0.6	-4.2	3	0	-0.1	1.9	7	3	-4	4
O=C(CCNc1ccc(F)cc1)c1cccc([N+](=O)[O-])c1	1.4	0.9	-3	.	-1.7	-0.7	-2	3	-5	5
C=CCNC(=S)NNC(=O)c1ccc(OCCCC)cc1	-2.7	0.7	-1	.	0.5	-2.2	-5	-11	-1	1
COc1ccc(CNC(=O)C2CCN(S(=O)(=O)c3ccc4c(c3)CC(C)N4C(=O)C3CC3)CC2)cc1 (centres undefined)	1.4	-0.4	-8	-1	-3.1	-0.1	-6	8	21	-21
Fc1ccc(-c2cc(C(F)(F)F)nc(NCC3CCCO3)n2)cc1 (centres undefined)	3.5	-1.1	3	.	-0.7	3.4	-1	6	31	-31
COC(=O)c1cc(C(=O)OCC(=O)NC2CCCCCCC2)cc([N+](=O)[O-])c1	0.9	-1.9	-3	-4	-0.5	-0.1	1	-6	-4	4
O=C(Nc1nc(-c2ccc(Cl)s2)cs1)c1ccncc1	-0.4	1.6	-2	2	-2.4	0.1	-16	-3	44	-44
O=C(Cc1ccc(Br)cc1)Nc1ncc([N+](=O)[O-])s1	7.1	6.3	.	23	0.3	7.5	.	-1	-9	9
N#CCC(=O)Nc1ccc(C(=O)OCc2ccccc2Oc2ccccc2)cc1	-2.0	-1.1	-3	-3	-2.6	0.0	1	9	20	-20
CC1(C)OC(C)(C)/C(=C/Nc2ccccc2)C1=O	1.3	-0.6	-3	.	-0.3	3.1	25	-3	7	-7
O=C(NCC(c1ccco1)N1CCN(c2ccc(F)cc2)CC1)C(=O)NC1CC1 (centres undefined)	-0.6	2.3	4	4	-0.8	4.1	0	-3	9	-9
O=C(Nc1ccc(N2CCOCC2)c(Cl)c1)c1ccc2c(c1)OCCO2	-0.8	0.0	.	1	-0.2	2.8	22	-4	48	-48
CC(=O)N(C)/C=C1\Sc2ccccc2C1=O	4.3	-1.9	.	0	-0.9	1.0	.	0	-20	20
CCOC(=O)CNC(=O)CSc1nnc(-c2ccccc2)n1Cc1ccco1	3.4	1.2	-6	-1	-0.5	3.2	-3	-3	-25	25
COc1cc(OC)cc(C(=O)NC(=S)Nc2cccnc2)c1	3.8	-0.2	-1	1	-1.2	2.7	.	3	18	-18
CCC(C)(C)NC(=O)c1cc(S(=O)(=O)N2CCCCC2)ccc1N1CCOCC1	1.9	1.3	-2	-1	-0.5	4.1	6	-3	-20	20
CCCN(C(=O)C1CC(=O)N(c2ccccc2C(C)CC)C1)C1CCS(=O)(=O)C1 (centres undefined)	1.2	-2.1	2	-3	-0.6	2.5	7	-1	-21	21
O=C(CCc1ccccc1)NNC(=O)c1ccc(Br)cc1	0.6	0.6	5	0	-1.0	5.0	2	0	-12	12
COC(=O)c1cc(C#N)c(Oc2ccccc2OC)nc1C	2.2	-1.8	-5	.	0.9	3.4	0	1	64	-64
CCc1nc2ccc(C(=O)NCCCN3CCN(c4ccc(F)cc4)CC3)cc2nc1CC	2.6	1.2	3	1	0.9	1.8	0	6	62	-62
CCc1nnc(NC(=O)CSc2ccc(-c3ccco3)nn2)s1	2.7	2.1	2	-1	0.3	0.1	0	-2	11	-11
Cc1c(C(=O)Nc2cccc(-c3nnc4n3CCCCC4)c2)oc2ccccc12	-1.0	-0.1	-6	10	-3.6	3.9	12	5	47	-47
COc1ccc2c(c1)C(=C(C#N)C#N)C(=O)N2CCc1ccccc1	1.3	-3.0	-3	1	-0.5	3.7	.	-9	-4	4
O=C(O)CCCCCCCCCCP(=O)(c1ccccc1)c1ccccc1	2.1	2.5	-2	5	-1.5	2.8	-3	-2	-24	24
COC(=O)NCC(c1ccco1)N1CCN(c2ccc(F)cc2)CC1 (centres undefined)	1.9	0.4	-2	-2	-0.1	3.6	9	-9	-8	8
SMILES	AddAB inh	Ecoli viability	CAL PDZ FP-1	Wnt bcat act	CAL PDZ FP-2	phage Ecoli inh	MITF TRPM1 HTS	Tat export inh	SR-BI DiI inh	SR-BI DiI-HDL act
Cn1c(N)c(C(=O)CSc2nnc(Cc3cccs3)n2C2CC2)c(=O)n(C)c1=O	1.7	-0.2	-4	-2	0.4	0.7	0	3	-13	13
CCN(CC)S(=O)(=O)c1ccc(F)c(C(=O)NCCC(C)C)c1	0.6	-5.0	-6	.	-0.6	2.9	7	-3	0	0
CCOC(=O)C1(CCCc2ccccc2)CCN(C(=O)CN2C(=O)CSC2=O)CC1	2.9	-3.1	-1	8	0.2	2.5	4	3	5	-5
COc1ccc(S(=O)(=O)N2CCN(C)CC2)cc1NC(=O)c1ccccc1C	2.1	1.8	5	-2	-2.6	2.6	.	-16	.	.
COc1ccc(NC(=O)c2cncc(Br)c2)cc1S(=O)(=O)N1CCCCC1	0.4	-0.4	-3	-2	-2.5	1.8	5	-4	6	-6
CCN(C[C@H]1N[C@@](C)(C(=O)OC)[C@H]2C(=O)N(C)C(=O)[C@@H]12)C(=O)Nc1ccc(C)cc1	4.2	2.3	-1	-1	-0.3	1.7	-1	0	-5	5
Cc1ccc([N+](=O)[O-])cc1NC(=O)c1ccc(-c2ccccc2)cc1	3.0	1.4	1	.	0.1	3.2	-3	3	53	-53
Cc1cccc(-c2nc3c(c(SCC(=O)N4CCOCC4)n2)Cc2c(CO)cnc(C)c2O3)c1	-0.6	-4.5	-7	.	-8.1	.	12	5	14	-14
Cc1csc(=O)n1CC(=O)OCC(=O)NNC(=O)c1ccc(Cl)cc1	-0.3	-3.9	-5	-2	-0.6	7.1	-3	-9	3	-3
O=C(NCc1cccnc1)c1cccn2c(=O)c3sccc3nc12	0.0	1.4	-2	-6	-1.2	4.3	1	-4	-1	1
COc1cccc(CNc2nc3ccc(NC(C)=O)cc3s2)c1	.	.	-6	1	-0.8	2.1	.	10	-2	2
Cc1nn(CCOc2ccc(Br)cc2)c(C)c1[N+](=O)[O-]	1.2	-0.3	7	-2	-1.2	0.2	5	-4	15	-15
CC(NS(=O)(=O)c1ccc2c(c1)c(=O)n(C)c(=O)n2C)C(=O)NC1CCCCC1 (centres undefined)	2.9	1.9	0	0	0.0	-0.6	-4	4	-15	15
Cc1ccc(NC(=O)CNC(C)c2ccccc2)cc1 (centres undefined)	-1.1	-3.4	-4	5	1.0	1.5	49	-9	-22	22
CC(=O)N(CN1C(=O)c2ccccc2C1=O)c1ccc2c(c1)oc1ccccc12	-1.1	-2.5	-2	-1	-1.6	-0.6	10	-3	-11	11
O=C(Nc1ccccc1F)c1cccc(C(=O)Nc2ccccc2F)c1	0.7	0.5	1	2	-4.6	4.6	11	2	-30	30
Cc1cc(C)n2nc(SCc3ccc(C#N)cc3)nc2n1	-0.2	-0.2	-4	-1	-0.1	4.8	-3	6	25	-25
CCN(Cc1ccccc1)c1ccc(/C=N/NC(=O)c2cccc(S(=O)(=O)N3CCOCC3)c2)cc1	1.8	0.9	-4	-20	-0.9	2.5	-1	9	52	-52
NC(=O)C1C2C=CC(C2)C1c1ccccc1 (centres undefined)	.	.	-2	-1	0.3	0.8	-3	9	9	-9
CCNC(=S)NNC(=O)CSc1nc2ccccc2[nH]1	1.2	-0.2	6	0	0.0	-0.3	2	-1	1	-1
Cc1cccc(C(=O)NCC(=O)NC2CCC(C)CC2)c1 (centres undefined)	-0.1	1.0	-2	5	-2.8	2.2	25	-3	-20	20
CN1C(=O)c2cccc3c(S(=O)(=O)N4CCCC4C(=O)O)ccc1c23 (centres undefined)	2.4	-1.5	3	-8	-3.2	0.2	5	6	.	.
Cc1c(NS(=O)(=O)c2cccc(C(=O)Nc3ccc(SC(F)F)cc3)c2)c(=O)n(-c2ccccc2)n1C	.	.	-3	1	-1.4	1.9	-11	7	11	-11
Cc1onc(-c2ccccc2Cl)c1C(=O)N1CCN(C/C=C/c2ccccc2)CC1	-2.0	-0.6	-2	.	-3.0	0.8	-5	2	11	-11
CCCN1CN(CCc2ccccc2)CNC1=S	4.6	3.0	-2	.	-0.2	3.3	2	3	-33	33

Some of the entries above in a different format.
Every second line gives: AddAB inh | Ecoli viability | CAL PDZ FP-1 | Wnt bcat act | CAL PDZ FP-2 | phage Ecoli inh | MITF TRPM1 HTS | Tat export inh | SR-BI DiI inh | SR-BI DiI-HDL act
> O=C(Nc1ccccc1F)c1cccc(C(=O)Nc2ccccc2F)c1
  0.7 | 0.5 | 1 | 2 | -4.6 | 4.6 | 11 | 2 | -30 | 30
> Cc1cc(C)n2nc(SCc3ccc(C#N)cc3)nc2n1
  -0.2 | -0.2 | -4 | -1 | -0.1 | 4.8 | -3 | 6 | 25 | -25
> CCN(Cc1ccccc1)c1ccc(/C=N/NC(=O)c2cccc(S(=O)(=O)N3CCOCC3)c2)cc1
  1.8 | 0.9 | -4 | -20 | -0.9 | 2.5 | -1 | 9 | 52 | -52
> NC(=O)C1C2C=CC(C2)C1c1ccccc1 (centres undefined)
  . | . | -2 | -1 | 0.3 | 0.8 | -3 | 9 | 9 | -9
> CCNC(=S)NNC(=O)CSc1nc2ccccc2[nH]1
  1.2 | -0.2 | 6 | 0 | 0.0 | -0.3 | 2 | -1 | 1 | -1

For convenience, part of the list above.
SMILES	AddAB inh	Ecoli viability	CAL PDZ FP-1	Wnt bcat act	CAL PDZ FP-2	phage Ecoli inh	MITF TRPM1 HTS	Tat export inh	SR-BI DiI inh	SR-BI DiI-HDL act
N#CCC(=O)Nc1ccc(C(=O)OCc2ccccc2Oc2ccccc2)cc1	-2.0	-1.1	-3	-3	-2.6	0.0	1	9	20	-20
CC1(C)OC(C)(C)/C(=C/Nc2ccccc2)C1=O	1.3	-0.6	-3	.	-0.3	3.1	25	-3	7	-7
O=C(NCC(c1ccco1)N1CCN(c2ccc(F)cc2)CC1)C(=O)NC1CC1 (centres undefined)	-0.6	2.3	4	4	-0.8	4.1	0	-3	9	-9
O=C(Nc1ccc(N2CCOCC2)c(Cl)c1)c1ccc2c(c1)OCCO2	-0.8	0.0	.	1	-0.2	2.8	22	-4	48	-48
CC(=O)N(C)/C=C1\Sc2ccccc2C1=O	4.3	-1.9	.	0	-0.9	1.0	.	0	-20	20
CCOC(=O)CNC(=O)CSc1nnc(-c2ccccc2)n1Cc1ccco1	3.4	1.2	-6	-1	-0.5	3.2	-3	-3	-25	25
